ERp5 inh: inhibitors of ERp5-driven insulin aggregation, primary screen, biochemical, turbidity, absorbance 650 nm, single point; Protein disulfide-isomerase A6 (Homo sapiens), Q15084; 90 min; inhibition, % at 9.99 µM; actives 0.05% (n = 350,000); AID 651711, 2012;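 active = mean replicate inhibition above about 25%, with every replicate also reaching it, limit read from the data, passing the limit was not always enough; inconclusive = only one of those two criteria met; inactive = neither criterion met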
Target sequence (Q15084 whole entry, looked up): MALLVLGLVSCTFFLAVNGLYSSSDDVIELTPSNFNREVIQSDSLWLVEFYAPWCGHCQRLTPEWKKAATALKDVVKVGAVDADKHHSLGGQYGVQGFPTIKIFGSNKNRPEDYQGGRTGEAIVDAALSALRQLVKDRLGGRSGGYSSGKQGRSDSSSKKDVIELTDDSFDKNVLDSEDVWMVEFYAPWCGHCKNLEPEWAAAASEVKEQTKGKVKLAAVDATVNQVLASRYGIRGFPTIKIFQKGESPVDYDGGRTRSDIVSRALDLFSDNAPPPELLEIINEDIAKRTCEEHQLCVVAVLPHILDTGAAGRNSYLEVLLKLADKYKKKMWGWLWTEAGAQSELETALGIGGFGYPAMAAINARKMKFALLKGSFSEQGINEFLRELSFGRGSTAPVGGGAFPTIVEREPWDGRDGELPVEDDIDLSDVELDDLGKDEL
DENV2 CPE rescue: inhibitors of DENV2 cytopathic effect, primary screen, cell-based, plate reader, single concentration; DENV2-infected cells, cytopathic effect rescue; CPE inhibition, % at 9.99 µM; AID 651640, 2012; actives 1.7% (n = 350,000); in the data active = CPE inhibition above about 20%, passing the limit was not always enough; inconclusive = no clear call, values can overlap the other calls; tested in BHK-21 cells;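 also: 0% = median of neutral control wells and 100% = median of positive control wells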
EWS-Fli block: EWS/Fli-driven NR0B1 reporter inhibitors, primary screen, A673 cells, NR0B1 luciferase, luminescence, MLPCN library. viability-normalised. inhibition, % at 12.6 µM. actives 0.67% (n = 350,000). AID 651661, 2012;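 active = mean inhibition of at least 50% after viability correction, with every replicate also passing that limit; inconclusive = mean reaches 50% but only one of two replicates passes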;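 also: firefly luciferase signal divided by Alamar Blue viability fluorescence both relative to DMSO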
GSIS activator: GLuc luminescence reporter in INS-1E cells, primary screen for activators of glucose-dependent secretion of insulin | INS-1E GLuc reporter insulin secretion, 2-3 h | AID 743287, 2014 | actives 0.61% (n = 370,000) | activation, % at 16.6 µM;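 active = lowest replicate activation of at least 40%, so every replicate reaches that level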;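 also: 0% = median of neutral control wells and 100% = median of IBMX positive control wells; some compounds called inactive have numbers as strong as hits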
PAX8 reporter: inhibitors of PAX8-driven TPO luciferase reporter, primary screen, RMG-I cells, single concentration; SteadyGlo, 24 h; inhibition, % at 12.6 µM; actives 1.2% (n = 360,000);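 active = mean replicate inhibition at least 60% with every replicate also reaching 60%; inconclusive = only one of the two criteria is met; inactive = mean below 60% and not all replicates reaching 60%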;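 also: luciferase light reporting Pax8 driven TPO promoter activity; plate controls were median of neutral control wells for no effect and mitoxantrone controls for full effect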
Xi reactivation: activators of inactive X chromosome reactivation, primary screen, imaging, XiGFP fibroblasts, GFP high-content imaging, set 2; XiGFP mouse fibroblasts, % GFP-positive cells imaging, 3 d; cells co-treated with 5-aza-dC sensitizer; scaled so ellipticine positive control = 100%; activation, % at 7.58 µM; actives 0.055% (n = 360,000);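 active = mean normalized replicate activation at least 10% and every replicate at or above 10%; inconclusive = only one of the two criteria met; inactive = mean below 10% and not all replicates reach 10%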;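 also: 0% = median of on-plate neutral control wells and 100% = ellipticine 6 µM median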
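material = 68-5-11 XiGFP fibroblast line | medium = DMEM plus 5-aza-dC sensitizer | schedule = 3 days compound exposure | benchmarks = positive control ellipticine, 6 µM final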
ARNT-TACC3 inh: disruptors of ARNT/TACC3 protein interaction, primary screen, biochemical, AlphaScreen, single concentration. actives 0.66% (n = 390,000). inhibition, % at 9.99 µM. AID 623870, 2012. AlphaScreen His-ARNT PAS-B/GST-TACC3 binding, luminescence; TACC3 fragment carries E629A point mutation;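 active = mean inhibition of replicates at least 50% and at least half of replicates each reaching 50%; inconclusive = half or more replicates reach 50% but mean below 50%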;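 also: 0% = complete ARNT plus TACC3 wells and 100% = ARNT alone without TACC3; many hits fall short of the cut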
F508del corr: F508del CFTR correction, initial screen, CFBE line, single point. CFBE cells, YFP halide quenching; stimulated with forskolin plus potentiator P3; % fluorescence drop versus neutral controls. activity (quench increase), % at 7.58 µM. actives 0.36% (n = 350,000). AID 720511, 2013;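 active = mean added fluorescence quench of at least 8% versus neutral control, with both replicates also reaching 8%; inconclusive = only one of the mean or replicate conditions met; inactive = mean below 8% and not both replicates reaching 8%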;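 also: cells transiently co-express mutant CFTR-F508del with the halide-sensitive YFP; corrector assay measuring rescue of mutant channel to the surface after 24 h compound exposure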
Active calls of the source: *; u = inconclusive; x = not tested or not shown. Hits appear at their usual frequency, and some 4.2% of all compounds hit somewhere here.

compound,ERp5 inh,DENV2 CPE rescue,EWS-Fli block,GSIS activator,PAX8 reporter,Xi reactivation,ARNT-TACC3 inh,F508del corr
CSc1ccccc1NC(=O)CN(C)CC(=O)Nc1cccc(Br)c1,-6,-4,2,-21,15,0.0,1,1.3
Cc1ccc2c(c1)-c1cc(C)ccc1C2=O,2,u,-11,23,-1,0.1,-9,-2.5
C[C@H](CO)N1C[C@H](C)[C@@H](CN(C)Cc2ccc(C(F)(F)F)cc2)OCc2ccccc2-c2c(n(C)c3ccccc23)C1=O,1,-4,-5,-18,24,-0.1,x,-2.0
CCOc1ccc(S(=O)(=O)Nc2cccc(C(=O)N(C)CC(=O)Nc3cccc(OC)c3)c2)cc1,2,-3,8,-45,2,0.6,2,-2.1
C[C@H](NC(=O)C[C@@H]1C=C[C@@H](NC(=O)C2CCC2)[C@H](CO)O1)c1ccccc1,-1,-8,-10,6,0,0.0,7,0.5
CC=Cc1ccc2n(c1=O)C[C@H]1[C@H](CO)[C@@H](C(=O)NCCc3ccncc3)N[C@@H]21 (mixture of isomers),-1,7,2,2,-1,0.3,1,-1.5
O=C(c1ccncc1)N1CC2(C1)[C@H](c1ccccc1)[C@@H](CO)N2CC1CC1,0,-2,-1,-1,x,0.0,x,-0.7
CC(C)Cc1nnc(NC(=O)CN2C(=O)C3CCCCC3C2=O)s1 (stereo not drawn),1,-8,8,0,x,0.2,-1,1.1
CCN(CC)S(=O)(=O)c1ccc(O)c(NC(=O)COc2ccc(S(=O)(=O)N3CCOCC3)cc2)c1,-5,-1,3,10,-4,0.0,-4,6.2
C[C@H]1CCCCO[C@@H](CN(C)C(=O)Nc2cccc3ccccc23)[C@@H](C)CN([C@@H](C)CO)C(=O)c2cc(NS(C)(=O)=O)ccc2O1,-6,u,9,-6,15,0.1,-7,1.1
C[C@@H]1CCCCO[C@@H](CN(C)CC2CCCCC2)[C@H](C)CN([C@@H](C)CO)C(=O)c2cc(NC(=O)CCCN(C)C)ccc2O1,-3,2,0,29,-8,0.1,17,-0.4
C[C@H](NC(=O)OCc1ccccc1)c1nnc([C@H](Cc2ccccc2)NC(=O)OC(C)(C)C)o1,2,0,1,-32,12,0.0,2,-4.6
O=c1cc(-c2ccc(Cl)cc2)nc(N2CCN(c3ccccc3)CC2)[nH]1,1,1,-7,8,16,0.0,-3,2.3
O=C(c1cc2ccccc2oc1=O)N(c1ccccc1)C1C=CS(=O)(=O)C1 (stereo not drawn),x,x,x,5,12,-0.1,-8,x
C[C@H]1CN([C@@H](C)CO)S(=O)(=O)c2ccc(-c3ccncc3)cc2O[C@@H]1CN(C)Cc1cncnc1,3,13,-10,12,-13,-0.6,-9,1.3
CCOc1ccc(-c2nc(S(=O)(=O)c3ccccc3)c(N3CCC(C(N)=O)CC3)o2)cc1,13,-2,1,10,-1,0.0,-5,3.2
O=C(CNC(=O)c1ccc(Cl)cc1)OCC(=O)c1ccccc1,8,3,-4,17,2,-0.1,-14,-0.9
COc1ccc(C)cc1NC(=S)N1CCN(c2ccccn2)CC1,x,x,x,4,-6,0.7,-2,x
CC1(CCl)N([O-])C2=C(CCCC2)[N+]1=O (stereo not drawn),5,3,-1,-5,17,0.2,13,-0.9
Cc1nc2nc(CCNS(=O)(=O)c3ccc(Cl)cc3)cn2nc1C,8,-2,-4,25,16,0.0,-4,-0.4
COC(=O)[C@@]1(CCC(=O)OC(C)(C)C)N=C(c2ccc(OCCCO)cc2)O[C@H]1c1ccccc1CN=[N+]=[N-],2,-9,13,x,x,x,-11,4.1
OCCN1CCN(CCCc2c3c(cc4c2CCC4)CCC3)CC1,-3,-10,-1,7,40,0.0,5,0.2
O=C(NCc1ccccc1)C1Cc2ccccc2CN1C(=O)c1ccco1 (stereo not drawn),7,-2,4,-11,-7,-0.1,-2,-2.4
COc1cccc(NC(=O)CN(C)C(=O)CCNC(=O)c2ccccc2OC)c1,0,2,-1,18,-7,0.0,-3,0.6
O=C(CC(F)(F)F)N1C[C@@H]2[C@H](c3ccccc31)[C@@H](CO)N2Cc1cccnc1,-1,14,-13,-2,4,0.1,3,0.2
Cc1ccc(S(=O)(=O)NCc2ccccc2)cc1C(=O)N(C)CC(=O)Nc1c(Cl)cccc1Cl,4,-2,0,-9,14,-0.1,1,-3.9
Cc1cc(C)n2nc(SCC(=O)c3ccccc3)nc2n1,5,x,-5,28,x,x,-4,-0.2
CO[C@@H]1CN(C)C(=O)c2ccc(NC(=O)Nc3ccccc3)cc2OC[C@@H](C)N(C(=O)Nc2c(C)noc2C)C[C@H]1C,9,0,-7,4,x,0.3,1,-1.5
N#Cc1ccc(OCC(=O)OCC(=O)Nc2sccc2C(N)=O)cc1,5,-7,0,-5,-1,0.1,12,1.4
CN1CCN(/N=C2/C(=O)Nc3ccc([N+](=O)[O-])cc32)CC1,-4,0,-19,-10,17,-0.1,20,-0.5

The list goes on; it opens with the 2 that closed the last part.
canonical_smiles,ERp5 inh,DENV2 CPE rescue,EWS-Fli block,GSIS activator,PAX8 reporter,Xi reactivation,ARNT-TACC3 inh,F508del corr
N#Cc1ccc(OCC(=O)OCC(=O)Nc2sccc2C(N)=O)cc1,5,-7,0,-5,-1,0.1,12,1.4
CN1CCN(/N=C2/C(=O)Nc3ccc([N+](=O)[O-])cc32)CC1,-4,0,-19,-10,17,-0.1,20,-0.5
CC1CCN(S(=O)(=O)CCNC(=O)c2ccc3c(c2)OCO3)CC1,-5,-6,3,14,12,0.0,-1,-2.4
O=C(Nc1ccccc1C(=O)N1CCCC1)C1COc2ccccc2O1 (stereo not drawn),1,6,6,15,20,0.1,-6,-5.1
C[C@@H]1CN([C@@H](C)CO)C(=O)c2cc(NC(=O)Cc3ccccc3)ccc2O[C@@H](C)CCCCO[C@H]1CN(C)Cc1ccccc1,-11,10,4,-21,8,0.1,0,0.2
Nc1nc(SCC(=O)Nc2ccc([N+](=O)[O-])cc2)[nH]c(=O)c1NC(=O)c1ccc(Br)cc1,-5,-5,-3,5,4,0.1,10,1.3
CCOC(=O)C1CCCN(C(=O)c2ccc(C)c([N+](=O)[O-])c2)C1 (stereo not drawn),x,x,x,-4,23,0.0,-7,x
Cc1cccc(/C(N)=N/OC(=O)c2ccc(Cl)cc2Cl)c1,1,11,16,113,-90,0.0,-7,0.8
Cn1c(=O)[nH]c(=O)c2c1nc(SCC(=O)O)n2CCOc1ccccc1,-1,-1,3,-18,-21,0.0,-7,-1.5
Cc1ccc(C)c(S(=O)(=O)N2CCN(Cc3ccc(O)c4ncccc34)CC2)c1,-6,x,23,0,73*,0.0,54*,6.0
O=C(C[C@@H]1CC[C@H]2[C@@H](COC[C@H](O)CN2Cc2ccc(F)cc2)O1)NCc1ccccc1Cl,-1,5,5,-16,11,0.0,-3,1.4
c1ccc(-c2noc(CC3CCCCC3)n2)nc1,-3,-1,-62,10,-186,0.1,-9,-3.7
CCc1ccc(C(=O)COC(=O)CNC(=O)Cc2ccccc2)cc1,3,5,x,-2,x,0.0,-3,3.2
Cn1c(=O)cc(OCC(=O)NCCCN2CCN(Cc3ccccc3)CC2)c2ccccc21,1,-2,1,5,-9,0.1,x,-0.4
COCC#Cc1ccc2c(c1)O[C@H](CN(C)C(=O)c1ccccc1F)[C@H](C)CN([C@@H](C)CO)S2(=O)=O,x,x,-1,1,-8,-0.6,x,3.6
C[C@@H]1CN([C@@H](C)CO)C(=O)c2cc(-c3cccc(F)c3)cnc2O[C@H]1CN(C)Cc1ccccn1,-2,4,2,-6,2,-0.4,-1,2.9
O=C(Nc1ccccc1)C1C2CCCCC21 (stereo not drawn),0,-3,-15,-4,-14,0.2,-2,1.1
COc1ccc(NC(=O)Cn2cc(S(=O)(=O)Cc3ccccc3)c3ccccc32)c(OC)c1,-3,-5,6,-5,6,-0.1,-12,3.0
Cc1ccc(C(=O)CCC(=O)N2CCN(c3ccccc3O)CC2)cc1,2,-2,5,-3,-10,0.1,-6,5.8
COc1ccc(N2CCN(S(=O)(=O)CCNC(=O)COc3ccccc3C)CC2)cc1,-6,20,6,-12,5,0.0,0,-6.7
CC(C)NC(=O)N(C)C[C@@H]1Oc2ccc(NC(=O)Nc3ccc(C(F)(F)F)cc3)cc2CC(=O)N([C@@H](C)CO)C[C@H]1C,2,2,4,-1,3,2.5,46*,-3.0
Cc1ccc(-n2nc(C)c(Sc3ccccc3[N+](=O)[O-])c2N)cc1,1,5,6,-13,4,0.4,17,-2.5
COc1ccc(C(=O)CSc2nccn2C)c(OC)c1,2,-2,x,10,-80,0.5,4,2.6
CO[C@@H]1CN(C)C(=O)c2ccc(NC(=O)C3CC3)cc2OC[C@H](C)N(C(=O)CN2CCOCC2)C[C@@H]1C,-1,-11,0,14,-15,0.0,-5,-2.3
CCNC(=O)C[C@@H]1CC[C@@H]2[C@@H](COc3ccc(NC(=O)Nc4cccc(Cl)c4)cc3C(=O)N2C)O1,2,0,-1,0,5,0.2,6,0.7
Cc1ccc(-n2c(C)cc(/C=C3\NC(=O)NC3=O)c2C)c(C)c1,-2,-1,-25,x,-2,0.0,7,0.3
CC(=O)Nc1ccc(NC(=O)C(C)OC(=O)/C(C#N)=C/c2ccc(N(C)C)cc2)cc1 (stereo not drawn),14,-2,5,-47,-101,0.2,-3,-1.8
Cc1cc(NC(=O)c2ccc3c(c2)C(=O)N(C(C)(C)C)C3=O)no1,3,12,-24,6,-3,0.1,-3,-1.3
CCCCn1c(N)c(N(CCOC)C(=O)c2oc3ccc(Br)cc3c2C)c(=O)[nH]c1=O,3,-2,13,-11,1,0.4,-1,-2.8

Reprinted at random: 2 entries already listed, in no set order.
canonical_smiles,ERp5 inh,DENV2 CPE rescue,EWS-Fli block,GSIS activator,PAX8 reporter,Xi reactivation,ARNT-TACC3 inh,F508del corr
C[C@@H]1CN([C@@H](C)CO)C(=O)c2cc(-c3cccc(F)c3)cnc2O[C@H]1CN(C)Cc1ccccn1,-2,4,2,-6,2,-0.4,-1,2.9
COc1ccc(NC(=O)Cn2cc(S(=O)(=O)Cc3ccccc3)c3ccccc32)c(OC)c1,-3,-5,6,-5,6,-0.1,-12,3.0

Screens: PubChem BioAssay, Broad Institute
